N370S GC mod: N370S glucocerebrosidase modulation, Gaucher chaperone candidate; N370S GC spleen homogenate, 4MU-glucoside fluorescence; 330,000 tested, 0.092% active; Potency, µM (titrated, usually from 59.4 µM), for the others: top-dose activity change, negative = inhibition, most hits filed as inhibitors;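 note: 0% = full enzyme activity and -100% = no enzyme basal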
FEN1 inh: inhibitors of human flap endonuclease 1; P39748; Recombinant FEN1 flap cleavage, fluorescence, 15 min; Potency, µM (titrated, usually from 114 µM), inactives show at the top dose activity change, negative = inhibition, most hits filed as inhibitors; 390,000 tested, 0.35% active; AID 588795; note: nearly all actives have a fitted effect of over 65% in size
Target sequence (P39748 whole entry, looked up): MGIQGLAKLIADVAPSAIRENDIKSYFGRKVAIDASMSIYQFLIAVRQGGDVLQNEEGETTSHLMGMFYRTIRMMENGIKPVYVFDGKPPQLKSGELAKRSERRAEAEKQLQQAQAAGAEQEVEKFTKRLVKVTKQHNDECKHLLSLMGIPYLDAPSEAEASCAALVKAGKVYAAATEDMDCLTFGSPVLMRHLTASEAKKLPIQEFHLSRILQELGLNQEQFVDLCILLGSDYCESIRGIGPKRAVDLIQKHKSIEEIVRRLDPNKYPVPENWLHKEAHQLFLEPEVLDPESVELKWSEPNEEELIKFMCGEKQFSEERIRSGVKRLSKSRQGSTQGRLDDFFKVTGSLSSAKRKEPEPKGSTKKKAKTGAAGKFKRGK
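Potency values derive from four-parameter Hill fits of normalized qHTS data. The reaction used 10 nM FEN1 preincubated 15 min at room temperature with compound, then 50 nM DNA substrate, read at 0 and 15 min.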
TDP1 inh: blocks human tyrosyl-DNA phosphodiesterase 1 | recombinant TDP1, AlphaScreen DNA substrate cleavage | Potency, µM (doses to about 130 µM), for inactives: at the highest dose activity change, negative = inhibition, most hits filed as inhibitors | 350,000 tested, 0.28% active; note: nearly all actives have a fitted effect of over 40% in size
Target sequence (Q9NUW8 whole entry, looked up): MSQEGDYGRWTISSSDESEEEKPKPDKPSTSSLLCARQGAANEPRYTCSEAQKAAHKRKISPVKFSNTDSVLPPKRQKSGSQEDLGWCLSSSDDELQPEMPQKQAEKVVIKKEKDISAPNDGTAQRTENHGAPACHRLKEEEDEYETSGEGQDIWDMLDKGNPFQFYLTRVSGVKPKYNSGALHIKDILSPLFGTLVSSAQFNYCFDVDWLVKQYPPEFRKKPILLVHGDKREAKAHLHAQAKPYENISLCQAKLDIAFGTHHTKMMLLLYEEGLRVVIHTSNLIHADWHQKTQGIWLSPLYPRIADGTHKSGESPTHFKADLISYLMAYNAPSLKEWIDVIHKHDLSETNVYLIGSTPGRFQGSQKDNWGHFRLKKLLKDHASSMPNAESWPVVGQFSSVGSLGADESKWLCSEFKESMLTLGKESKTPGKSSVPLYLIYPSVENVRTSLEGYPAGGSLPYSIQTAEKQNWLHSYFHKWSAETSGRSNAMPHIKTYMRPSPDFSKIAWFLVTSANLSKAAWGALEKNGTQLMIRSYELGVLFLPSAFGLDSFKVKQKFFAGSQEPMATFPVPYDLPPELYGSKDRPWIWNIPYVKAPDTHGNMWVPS
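Here, a 5' biotin and 3' phosphotyrosine-FITC DNA oligonucleotide reports Tdp1 activity: intact substrate bridges AlphaScreen beads, while cleavage leaves a 3' phosphate and drops signal. All incubations at room temperature.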
* hit, by the source's call; & = joins results of further samples; [ ] = another dose, or the depositor's remark. Calls come from the whole dose curve; as a rule, active = well fitted curve in the direction sought with a large enough effect; inconclusive = small, poorly fitted or top-dose-only effect, or another doubt; inactive = no such curve, though single readings can be large; an effect the other way counts as inactive or inconclusive. Unless noted, % is set by controls: 0 for no effect and ±100 for the full control effect; potency is the fitted concentration of half-maximal effect.

For Clc1ccc(CCNc2nc3ccccc3c3nc(-c4ccccc4)nn23)cc1 the results were FEN1 inh -5% and TDP1 inh 3%.
Screening COc1cccc(C(=O)N2CCN(C(=O)C3COc4ccccc4O3)CC2)c1 (stereo not drawn) returned N370S GC mod 21%, FEN1 inh 17% and TDP1 inh 5%.
`CNC(=O)COc1coc(CN2CCN(c3ccccc3F)CC2)cc1=O` gave N370S GC mod -1%, FEN1 inh 0% and TDP1 inh 0%.
Screening Cc1cccc(-n2ncc3c(N4CCC5(CC4)OCCO5)ncnc32)c1 returned N370S GC mod 18% and FEN1 inh -18%.
COCc1nnc(NS(=O)(=O)c2ccc([N+](=O)[O-])cc2)s1 was read as N370S GC mod -4%, FEN1 inh -17% and TDP1 inh 2%.
Screening CN(c1ccccc1)S(=O)(=O)c1nnc(NC(=O)C2CCCCC2)s1 returned N370S GC mod -6%, FEN1 inh 17%&13% and TDP1 inh 6%&0%.
For CCOc1ccccc1NC(=O)Cc1cccs1 the results were N370S GC mod 1% and FEN1 inh -21%.
`COc1ccc(Cl)cc1NC(=S)NCc1ccccn1` gave N370S GC mod 4%, FEN1 inh 1% and TDP1 inh 1%.
For COc1ccc(NC(=O)CN(c2ccc(Cl)cc2)S(C)(=O)=O)cc1OC the results were N370S GC mod -6% and FEN1 inh 4%.
For O=C(Nc1ccc(F)c([N+](=O)[O-])c1)c1ccc2c(c1)C(=O)OC2=O the results were N370S GC mod -6% and TDP1 inh 9%.
CN1CC(c2ccccc2)C2(SC(=S)N(Cc3ccco3)C2=O)C12C(=O)Nc1ccccc12 (stereo not drawn) was read as N370S GC mod -25%, FEN1 inh -18% and TDP1 inh 7%.
`COc1ccccc1CNC(=O)CSc1ccc(-c2ccncc2)nn1` gave N370S GC mod 5%, FEN1 inh 20% and TDP1 inh 5%.
Screening CCCCOc1cccc(C(=O)N(Cc2ccc(C)o2)c2ccccn2)c1 returned FEN1 inh -15% and TDP1 inh 5%.
`COc1ccccc1N=c1sc2ccccc2n1C` gave N370S GC mod 18%, FEN1 inh -2% and TDP1 inh 2%.
`CC(C)NC(=O)c1n[nH]c(=O)c2ccccc12` gave N370S GC mod -12%, FEN1 inh -3% and TDP1 inh -3%.
COc1cccc(CNC(=O)CCS(=O)(=O)c2ccc3c(c2)NC(=O)CO3)c1 was read as N370S GC mod -13%, FEN1 inh 18% and TDP1 inh -1%.
`COC(=O)Cn1nc(-c2ccccc2)n(-c2ccccc2)c1=S` gave N370S GC mod -1%, FEN1 inh 8% and TDP1 inh 4%.
OCCCc1cn(CC2CCCCC2)nn1 was read as N370S GC mod -2% and FEN1 inh 0%.
O=C(NCCC1=CCCCC1)C1CC(=O)N(C2CCCCC2)C1 (stereo not drawn) was read as N370S GC mod 1%, FEN1 inh -1% and TDP1 inh 5%.
COc1cccc(-c2nnc(NC(=O)c3ccccc3Br)o2)c1 was read as N370S GC mod -8% and FEN1 inh 0%.
COc1ccc(C2=NN(CC(=O)NCCc3ccccc3)C(=O)CC2)cc1 was read as FEN1 inh -6% and TDP1 inh 0%.
For CC1=C(C(=O)N2CCN(c3cc(C)ccc3C)CC2)C2(CCCCC2)OC1=O the results were N370S GC mod 1%, FEN1 inh -7% and TDP1 inh -4%.
Screening CCn1c(SCC(=O)Nc2ccc(C)cc2)nc2nc3c(cc2c1=O)CCCC3 returned N370S GC mod inconclusive, FEN1 inh 2% and TDP1 inh -5%.
Screening C[C@H]1Cc2c(-c3ccccc3)nc3c(c2CO1)CN(C(=O)C1CCCCC1)CC3 returned N370S GC mod 3%[12.8 µM] and TDP1 inh 7%[12.3 µM].
O=C(COC(=O)c1ccc(O)cc1)Nc1cc(C(F)(F)F)ccc1N1CCOCC1 was read as FEN1 inh 19% and TDP1 inh 1%[56.1 µM].
Screening Cc1cc(Cl)ccc1OCCSc1nnc(-c2cccs2)o1 returned FEN1 inh -14% and TDP1 inh -4%.
For CCOc1ccc(S(=O)(=O)N2CCOCC2)cc1NC(=O)CN1C(=O)NC(C)(c2ccc(C)cc2)C1=O (stereo not drawn) the results were N370S GC mod -3%, FEN1 inh -3% and TDP1 inh -6%.
CCN(c1ccccc1)c1nnc(NC(=O)Nc2ccc(Br)cc2)s1 was read as FEN1 inh -8% and TDP1 inh 9%.
Screening O=C(Nc1ccccc1)c1cccc(-c2nnc(-c3ccccc3)o2)c1 returned N370S GC mod 7%, FEN1 inh -4% and TDP1 inh 3%.
Screening COc1ccc(C)cc1NC(=O)N1CCCn2nc(C)cc21 returned FEN1 inh -10% and TDP1 inh -5%.
Screening O=C(O)CN=C(NS(=O)(=O)c1ccc(Cl)cc1)c1ccc(F)cc1 returned N370S GC mod 0%, FEN1 inh 4% and TDP1 inh 1%.
Screening Cc1cnc(C(=O)OCc2ccc(Br)cc2)cn1 returned N370S GC mod -11%, FEN1 inh 0% and TDP1 inh 1%.
COc1ccc(OCc2nn3c(-c4cccc(OC)c4)nnc3s2)cc1 was read as N370S GC mod 10%, FEN1 inh -21% and TDP1 inh 0%.
For CC1CN(C(=O)N2CCC(C(=O)N3CCN(c4ccccc4)CC3)CC2)c2cc(Cl)ccc2O1 (stereo not drawn) the results were FEN1 inh -10% and TDP1 inh 6%.
For Cc1ccc(C(=O)N2CCN(c3ccccc3)CC2)cc1NC(=O)c1ccco1 the results were N370S GC mod -3%, FEN1 inh 0% and TDP1 inh 2%.
Screening CCc1cc(=O)[nH]c(SCCC(F)=C(F)F)n1 returned N370S GC mod 8%, FEN1 inh -5% and TDP1 inh -1%.
For O=C(O)CCN1C(=O)c2ccccc2C1=O the results were N370S GC mod 4%, FEN1 inh -8% and TDP1 inh 0%.
CCCS(=O)(=O)N1CCC(C(=O)NCCCOCC)CC1 was read as N370S GC mod -14%, FEN1 inh -3% and TDP1 inh -3%.
c1csc(CCNc2ncnc3sc4c(c23)CCC4)c1 was read as N370S GC mod 26%, FEN1 inh -23% and TDP1 inh 3%.
Screening CCOC(=O)C(C)Sc1nnc(Cn2c(=O)sc3ccccc32)n1-c1ccccc1 (stereo not drawn) returned N370S GC mod 1%, FEN1 inh 15% and TDP1 inh 7%.
Screening Cc1ccc(OCc2nc(C#N)c(NCCc3ccccc3)o2)cc1 returned FEN1 inh -4% and TDP1 inh 5%.
For O=C1C=CC(=O)N1c1cccc(-c2ccccc2)c1 the results were N370S GC mod 25%, FEN1 inh 1% and TDP1 inh -1%.
For CN(C)Cc1ccccc1-c1ccc2ncnc(NCc3cccs3)c2c1 the results were N370S GC mod -3% and TDP1 inh 16%[56.1 µM].
CCOC(=O)c1[nH]c(CN2CCN(c3ccc(OC)cc3)CC2)c(C(=O)OCC)c1C was read as N370S GC mod -19%, FEN1 inh -22% and TDP1 inh 8%[0.0935 µM].
For CCCCN1C(Nc2ccccc2)=NC[C@@H]1C the results were N370S GC mod 0%, FEN1 inh 8% and TDP1 inh 0%.
For COc1ccccc1-c1sc2ccccc2c1-c1ccc(OCCN2CCOCC2)cc1 the results were FEN1 inh -17% and TDP1 inh 6%[56.1 µM].
For CCC1CN(C(=O)N2CCC(C(=O)NCc3ccc(OC)cc3OC)CC2)c2ccccc2O1 (stereo not drawn) the results were N370S GC mod -21%, FEN1 inh 0% and TDP1 inh 3%.
Cc1c(O)ccc2cc(S(=O)(=O)c3ccccc3)c(=O)oc12 was read as N370S GC mod inconclusive and FEN1 inh -5%.
Screening COc1ccccc1CNC(=O)CCNC(=O)Cn1ccc2ccccc2c1=O returned N370S GC mod -16%, FEN1 inh -5% and TDP1 inh 0%.
For COC(=O)c1ccc(CSc2n[nH]c(=S)s2)o1 the results were N370S GC mod 21%, FEN1 inh 1% and TDP1 inh 10%.
Screening CCOCCCNC(=S)N1CCCN(c2nc3cc(C)cc(C)c3cc2C#N)CC1 returned N370S GC mod 2%, FEN1 inh -3% and TDP1 inh -8%.
`Cc1cc(S(=O)(=O)C(CNC(=O)c2ccc(F)c(F)c2)c2cccs2)ccc1F` (stereo not drawn) gave FEN1 inh -11% and TDP1 inh 4%.
For Cc1cc(C)nc(Sc2c(C)n[nH]c2C)n1 the results were N370S GC mod 8%[2.35 µM], FEN1 inh -11% and TDP1 inh 2%.
Cc1ccccc1OCCCN1CCOCC1 was read as N370S GC mod -1% and FEN1 inh 2%.
For COC(=O)C1=C(C(=O)OC)[C@@H]2Nc3ccccc3[C@@]23C[C@@H](C(=O)OC)N(C(=O)CC(C)C)C3=N1 the results were N370S GC mod 8%[12.8 µM], FEN1 inh -20% and TDP1 inh 13%[12.3 µM].
Screening CCOc1ccc(Cc2n[nH]c(=S)n2Cc2ccccc2)cc1 returned N370S GC mod 7%, FEN1 inh 13% and TDP1 inh 1%.
Cc1ccc(C(=O)Nc2ccc3cn[nH]c3c2)cc1S(=O)(=O)N1CCOCC1 was read as N370S GC mod -12%, FEN1 inh -2% and TDP1 inh 7%.
`O=C(NCc1ccc(F)cc1)c1c2c(nc3ccccc13)CCN(Cc1ccccc1)C2` gave N370S GC mod 7%, FEN1 inh -6% and TDP1 inh 6%.
`Cn1nnnc1SCC(=O)c1c(N)n(C)c(=O)n(C)c1=O` gave N370S GC mod 5%, FEN1 inh 5% and TDP1 inh 2%.
`CC1CCN(CC(=O)Nc2ccc3c(c2)OCO3)CC1` gave N370S GC mod -4%, FEN1 inh 12% and TDP1 inh -3%.
Screening CCCCOc1ccc(/C=N/Nc2cc(N3CCOCC3)nc(C)n2)cc1 returned N370S GC mod 0% and FEN1 inh -3%.
Cc1ccnc(NC(=O)c2cccc(S(=O)(=O)Nc3ccc(C)cc3C)c2)c1 was read as FEN1 inh -24% and TDP1 inh 2%.
`COc1cc(C(=O)N2CCCC(c3nc(-c4cccs4)no3)C2)cc(OC)c1OC` (stereo not drawn) gave N370S GC mod 26%, FEN1 inh 2% and TDP1 inh 0%.
`Cc1cccc(CN2C(=O)NC(c3ccccc3)(c3ccccc3)C2=O)c1` gave N370S GC mod inconclusive, FEN1 inh -13% and TDP1 inh -19%.
`Cc1ccccc1-c1noc(-c2ccc(N3CCN(C)CC3)c([N+](=O)[O-])c2)n1` gave FEN1 inh -11% and TDP1 inh 6%.
`O=C(NCc1ccco1)C1CC(c2c(Cl)cccc2Cl)=NO1` (stereo not drawn) gave N370S GC mod 7%, FEN1 inh 13% and TDP1 inh 4%.
COc1ccc(OC)c(/C=C(\C#N)c2nc3ccccc3c(=O)[nH]2)c1 was read as FEN1 inh -8% and TDP1 inh -2%[12.3 µM].
O=C(CNC(=O)C12CC3CC(CC(C3)C1)C2)N1CCN(S(=O)(=O)c2cccs2)CC1 was read as N370S GC mod 11%, FEN1 inh 2% and TDP1 inh 6%.
Screening CCOc1ccc(CCNC(=O)COC(=O)COc2ccc(C(C)=O)cc2)cc1OCC returned N370S GC mod -9% and FEN1 inh 6%.
Screening O=C(CS(=O)(=O)c1ccc2ccccc2c1)Nc1ccccc1Cl returned N370S GC mod -2%, FEN1 inh 1% and TDP1 inh 0%.
Screening COn1c(=O)c(-c2ccc(F)cc2)[n+]([O-])c2ccccc21 returned N370S GC mod 4% and FEN1 inh -8%.
For NC(=O)c1oc2ccc(Cl)cc2c1NC(=O)CN1CCOCC1 the results were N370S GC mod 5%, FEN1 inh -3% and TDP1 inh -5%.
CCCCn1c(SCC(=O)Nc2cccc(OC)c2)nc2ccc(N3CCOCC3)cc2c1=O was read as N370S GC mod inconclusive, FEN1 inh -5% and TDP1 inh 7%.
`NC(=O)CN(c1ccccc1)C1SC(=O)N(Cc2ccccc2)C1=O` (stereo not drawn) gave N370S GC mod 28%, FEN1 inh -14% and TDP1 inh 3%.

As a working copy, ten of the compounds above:
`Cc1ccccc1-c1noc(-c2ccc(N3CCN(C)CC3)c([N+](=O)[O-])c2)n1` gave FEN1 inh -11% and TDP1 inh 6%.
`O=C(NCc1ccco1)C1CC(c2c(Cl)cccc2Cl)=NO1` (stereo not drawn) gave N370S GC mod 7%, FEN1 inh 13% and TDP1 inh 4%.
COc1ccc(OC)c(/C=C(\C#N)c2nc3ccccc3c(=O)[nH]2)c1 was read as FEN1 inh -8% and TDP1 inh -2%[12.3 µM].
O=C(CNC(=O)C12CC3CC(CC(C3)C1)C2)N1CCN(S(=O)(=O)c2cccs2)CC1 was read as N370S GC mod 11%, FEN1 inh 2% and TDP1 inh 6%.
Screening CCOc1ccc(CCNC(=O)COC(=O)COc2ccc(C(C)=O)cc2)cc1OCC returned N370S GC mod -9% and FEN1 inh 6%.
Screening O=C(CS(=O)(=O)c1ccc2ccccc2c1)Nc1ccccc1Cl returned N370S GC mod -2%, FEN1 inh 1% and TDP1 inh 0%.
Screening COn1c(=O)c(-c2ccc(F)cc2)[n+]([O-])c2ccccc21 returned N370S GC mod 4% and FEN1 inh -8%.
For NC(=O)c1oc2ccc(Cl)cc2c1NC(=O)CN1CCOCC1 the results were N370S GC mod 5%, FEN1 inh -3% and TDP1 inh -5%.
CCCCn1c(SCC(=O)Nc2cccc(OC)c2)nc2ccc(N3CCOCC3)cc2c1=O was read as N370S GC mod inconclusive, FEN1 inh -5% and TDP1 inh 7%.
`NC(=O)CN(c1ccccc1)C1SC(=O)N(Cc2ccccc2)C1=O` (stereo not drawn) gave N370S GC mod 28%, FEN1 inh -14% and TDP1 inh 3%.

Compound activity: PubChem, National Center for Advancing Translational Sciences (NCATS)
